Bioassay records: PubChem BioAssay, Sanford-Burnham Center for Chemical Genomics
GRIN3A LBD mod: modulators (binders) of human NR3A ligand-binding domain; NR3A LBD differential scanning fluorimetry, Tm shift; 0% = protein alone, 100% = glycine-bound protein; Tm shift relative to glycine control, % at 25 µM; 340,000 compounds, 2.5% hits;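 active = melting temperature shift of at least 10% of the positive control shift, at one fixed dose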
MPTP inh: inhibitors of mitochondrial permeability transition pore; inhibition, % at 10 µM; isolated mouse mitochondria, Ca2+ swelling absorbance, 30 min; 360,000 compounds, 1.4% hits; AID 602449;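 active = inhibition of 50% or more, scaled per plate between neutral and stimulator controls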;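 note: 0% = DMSO wells given calcium and 100% = 1 mM EGTA wells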
SENP6 block: SENP6 protease inhibition | AID 2599 | inhibition, % at 10 µM | Recombinant SENP6 catalytic domain, aminoluciferin luminescence | Q9GZR1 | 330,000 compounds, 1.8% hits;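 active = inhibition above about 50% at the single tested dose, limit read from the data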;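 note: plate controls were DMSO wells with enzyme for no effect and DMSO wells lacking enzyme for full effect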
SENP8 inh: inhibitors of human SENP8 protease | recombinant SENP8, Nedd8 substrate fluorescence | 360,000 compounds, 0.64% hits | Q96LD8 | inhibition, % at 20 µM | AID 602440; in the data active = inhibition mostly above about 40%, no sharp cut-off; inactive = mostly below about 27%
Target sequence (Q96LD8 whole entry, looked up): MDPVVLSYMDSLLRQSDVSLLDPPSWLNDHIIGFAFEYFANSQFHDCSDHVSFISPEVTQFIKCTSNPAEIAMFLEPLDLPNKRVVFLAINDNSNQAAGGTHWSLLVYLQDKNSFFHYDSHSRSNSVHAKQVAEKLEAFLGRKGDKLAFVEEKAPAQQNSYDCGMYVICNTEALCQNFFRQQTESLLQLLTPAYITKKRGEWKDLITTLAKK
hIAP act: increases human intestinal alkaline phosphatase activity | P09923 | purified human IAP, CDP-Star luminescence, 30 min; active compounds read high; 1 = vehicle-only enzyme, 0 = enzyme-free background | activation factor at 10 µM | 330,000 compounds, 0.16% hits | AID 2524;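 active = activation factor of the enzyme at least 2-fold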; note: the source names both 10 and 20 µM as test concentration; values of inactives mirror those of a sister screen read the other way
ATG4B inh: blocks human ATG4B protease cleavage of LC3 substrate; ATG4B cleavage of LC3-PLA2, NBD-HPC fluorescence, 1 h; Q9Y4P1; 340,000 compounds, 0.51% hits; inhibition, % at 8.33 µM; in the data active = inhibition above about 40%
Target sequence (Q9Y4P1 whole entry, looked up): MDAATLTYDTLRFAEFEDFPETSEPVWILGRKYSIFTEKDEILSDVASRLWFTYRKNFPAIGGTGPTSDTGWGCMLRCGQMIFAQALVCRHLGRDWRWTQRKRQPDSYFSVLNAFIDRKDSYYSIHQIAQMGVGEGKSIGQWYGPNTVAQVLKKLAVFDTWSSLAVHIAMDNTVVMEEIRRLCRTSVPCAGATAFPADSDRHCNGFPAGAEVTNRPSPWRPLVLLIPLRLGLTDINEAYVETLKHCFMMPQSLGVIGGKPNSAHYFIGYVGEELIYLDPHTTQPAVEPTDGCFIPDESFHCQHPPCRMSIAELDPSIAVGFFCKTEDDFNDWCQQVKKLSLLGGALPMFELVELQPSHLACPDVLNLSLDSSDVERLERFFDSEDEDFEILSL
PfG6PD inh: PfG6PD (Plasmodium falciparum) enzyme inhibition; 350,000 compounds, 0.78% hits; inhibition, % at 20 µM; PfGluPho enzyme, NADPH resazurin-diaphorase fluorescence; AID 504690;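 active = inhibition reaching at least a set limit at 20 µM in the primary screen, cut at about 59% in these data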;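 note: 0% = DMSO wells with substrate and 100% = DMSO wells lacking glucose-6-phosphate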
SENP1 inh: blocks the human SENP1 SUMO protease catalytic domain; Q9P0U3; recombinant SENP1 catalytic domain, CyPet-SUMO1-YPet FRET cleavage; inhibition, % at 10 µM; 360,000 compounds, 0.21% hits;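 active = inhibition at least 30% at 10 µM, raw YFP signal under a set limit, fluorescence ratio 0.5 to 1.5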;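 note: 0% = enzyme with DMSO and 100% = no enzyme wells; some results filed as inactive read as strong as hits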
Target sequence (Q9P0U3 419-644 limits assumed): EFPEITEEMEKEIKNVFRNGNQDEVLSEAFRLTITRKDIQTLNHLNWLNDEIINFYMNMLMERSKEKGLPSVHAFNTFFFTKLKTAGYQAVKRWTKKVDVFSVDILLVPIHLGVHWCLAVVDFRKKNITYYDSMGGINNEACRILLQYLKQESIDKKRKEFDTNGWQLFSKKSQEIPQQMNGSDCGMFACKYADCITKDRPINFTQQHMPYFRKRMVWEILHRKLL
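Test system: human SENP1 catalytic domain; medium: Tris pH 8 buffer plus EDTA, NaCl, BME, BSA, NP40, catalase; incubation: 50 min reaction at room temperature; technique: FRET, CFP and YFP emission; controls: no-enzyme low control and enzyme-plus-DMSO high control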
Starred values were filed as active, the others as inactive; · = not tested or not shown.

[1] COC(=O)c1c(-c2cccs2)csc1NC(=O)CSc1ncnc2sc(C)c(C)c12
[2] CCc1nnc(NC(=O)C2CCN(c3cnccn3)CC2)s1
[3] CCc1ccc(NC(=O)CSc2nnc(CNC(=O)c3c(F)cccc3Cl)o2)cc1
[4] O=C1NC(Cc2ccc(O)cc2)c2nc3ccccc3c(=O)n2-c2ncccc21 (configuration not stated)
[5] Cc1ccc(C)c(OCc2cc(C(=O)NC3CCN(Cc4ccccc4)CC3)no2)c1
assay / compound | 1 | 2 | 3 | 4 | 5
ATG4B inh | -4.3 | -4.0 | -18.6 | · | 23.4
GRIN3A LBD mod | -0.3 | -1.0 | 0.6 | · | -3.8
PfG6PD inh | -4.9 | -0.7 | -0.6 | -1.2 | -4.9
SENP8 inh | -9.8 | -290.7 | 20.6 | -5.1 | -2.6
SENP6 block | -4.5 | 12.5 | -1.5 | · | -5.9
SENP1 inh | 0.5 | -0.3 | 1.7 | -0.1 | -5.1
MPTP inh | 10.7 | 0.3 | 5.2 | -0.9 | 3.7
hIAP act | 1.09 | 1 | 1.06 | · | 0.893

Entries of single compounds as entered above. Values in the order: ATG4B inh, GRIN3A LBD mod, PfG6PD inh, SENP8 inh, SENP6 block, SENP1 inh, MPTP inh, hIAP act
Profile of CCc1ccc(NC(=O)CSc2nnc(CNC(=O)c3c(F)cccc3Cl)o2)cc1 : -18.6, 0.6, -0.6, 20.6, -1.5, 1.7, 5.2, 1.06
Profile of COC(=O)c1c(-c2cccs2)csc1NC(=O)CSc1ncnc2sc(C)c(C)c12 : -4.3, -0.3, -4.9, -9.8, -4.5, 0.5, 10.7, 1.09

Other compounds:
[6] CC1(C)CSC(=NCCc2ccccc2)N1C(=O)c1ccc(C#N)cc1
[7] Cc1ccc2[nH]cc(CCNC(=O)c3cccs3)c2c1
[8] CC(C)(C)c1ccc(C2C(C#N)=C(N)Oc3n[nH]c(-c4cccnc4)c32)cc1 (configuration not stated)
[9] Cc1cc(SCC(=O)NC(=O)NCc2ccco2)nc2ccccc12
[10] COc1ccccc1-c1cn(-c2ccccc2)c(=S)[nH]1
assay / compound | 6 | 7 | 8 | 9 | 10
ATG4B inh | 8.3 | -0.1 | 0.3 | 0.5 | 6.0
GRIN3A LBD mod | -4.3 | -0.5 | -1.6 | -3.6 | 0.3
PfG6PD inh | -0.5 | -12.2 | 0.6 | -15.1 | 37.1
SENP8 inh | 33.8 | 12.0 | 18.0 | 7.9 | 2.2
SENP6 block | -4.7 | 1.4 | -5.3 | -11.1 | 8.3
SENP1 inh | 2.5 | 0.0 | -2.1 | -1.4 | 1.5
MPTP inh | -1.1 | -0.4 | 5.5 | 0.3 | -0.3
hIAP act | 0.947 | 1.03 | 1.22 | 1.08 | 1.14

An excerpt from above, reduced to SENP1 inh, SENP8 inh and SENP6 block.
No.	canonical_smiles	SENP1 inh	SENP8 inh	SENP6 block
5	Cc1ccc(C)c(OCc2cc(C(=O)NC3CCN(Cc4ccccc4)CC3)no2)c1	-5.1	-2.6	-5.9
6	CC1(C)CSC(=NCCc2ccccc2)N1C(=O)c1ccc(C#N)cc1	2.5	33.8	-4.7
7	Cc1ccc2[nH]cc(CCNC(=O)c3cccs3)c2c1	0.0	12.0	1.4
8	CC(C)(C)c1ccc(C2C(C#N)=C(N)Oc3n[nH]c(-c4cccnc4)c32)cc1 (configuration not stated)	-2.1	18.0	-5.3
9	Cc1cc(SCC(=O)NC(=O)NCc2ccco2)nc2ccccc12	-1.4	7.9	-11.1
10	COc1ccccc1-c1cn(-c2ccccc2)c(=S)[nH]1	1.5	2.2	8.3

More results.
[11] COc1cc(Cl)c(C)cc1NC(=O)CN1CCN(C(=O)C2CC2)CC1
[12] O=C(Nc1ccc(NC(=O)C2CCCCC2)nc1)c1cccs1
[13] COc1ccc(NS(=O)(=O)c2ccc(C)c(NC(=O)CNC(=O)c3ccco3)c2)cc1
[14] O=C(CSc1nnc(-c2cccc(Br)c2)o1)N1CCOCC1
[15] COc1ccc(NC(=O)C2CC(c3ccc(Cl)cc3)=NO2)cc1 (configuration not stated)
assay / compound | 11 | 12 | 13 | 14 | 15
ATG4B inh | -0.5 | 4.5 | -2.2 | -1.5 | 1.5
GRIN3A LBD mod | 4.6 | -21.8 | 0.4 | -1.7 | -2.6
PfG6PD inh | 11.8 | 9.7 | 8.1 | 4.0 | 1.0
SENP8 inh | 11.0 | 8.4 | 17.8 | 1.6 | -3.0
SENP6 block | -2.1 | 5.6 | 10.6 | -9.1 | -11.4
SENP1 inh | 1.4 | -1.1 | -1.2 | 1.6 | -0.1
MPTP inh | -0.8 | -0.8 | -1.1 | -0.2 | 1.2
hIAP act | 0.887 | 1.09 | 0.922 | 1.05 | 0.827

The closing 2 compounds of the section before are carried over, then new ones follow:
[14] O=C(CSc1nnc(-c2cccc(Br)c2)o1)N1CCOCC1
[15] COc1ccc(NC(=O)C2CC(c3ccc(Cl)cc3)=NO2)cc1 (configuration not stated)
[16] Cc1cc2c(sc3ccccc32)c(C)n1
[17] Cc1cc(C)cc(NC(=O)COc2coc(CN3CCN(c4ccccc4)CC3)cc2=O)c1
[18] CCCCNC(=O)C1C2C=CC3(CN(Cc4ccc(C)cc4)C(=O)C13)O2 (configuration not stated)
[19] Cc1ccc(CNC(=O)c2cnc3ccccc3n2)cc1
[20] O=c1cnnc(SCc2ccc([N+](=O)[O-])cc2)[nH]1
assay / compound | 14 | 15 | 16 | 17 | 18 | 19 | 20
ATG4B inh | -1.5 | 1.5 | -9.2 | -11.3 | -15.4 | 1.0 | -12.6
GRIN3A LBD mod | -1.7 | -2.6 | -0.5 | 3.1 | -1.2 | 2.4 | 4.6
PfG6PD inh | 4.0 | 1.0 | 16.8 | 2.8 | 1.8 | 6.5 | -14.6
SENP8 inh | 1.6 | -3.0 | 21.0 | 12.4 | 17.0 | 9.6 | 13.8
SENP6 block | -9.1 | -11.4 | -8.6 | -6.1 | -11.3 | 3.1 | 1.4
SENP1 inh | 1.6 | -0.1 | -0.6 | -1.5 | 0.3 | 0.3 | 1.0
MPTP inh | -0.2 | 1.2 | 0.2 | -0.2 | 1.6 | 2.5 | 3.0
hIAP act | 1.05 | 0.827 | 0.999 | 0.824 | 0.99 | 1.11 | 1.22

[21] COc1ccc(C#Cc2c(-c3ccc(OC)cc3)oc3ccc(-c4ccc5c(c4)OCO5)cc23)cc1
[22] CN1C(=O)C(CC(=O)Nc2ccccc2F)N(NC(=O)c2ccc(Br)cc2)C1=S (configuration not stated)
[23] Cc1ccc(C2=NN(C(=O)CCC(=O)O)C(c3ccc4c(c3)OCO4)C2)cc1 (configuration not stated)
[24] CCC(C)(C)NC(=O)C(c1cccc(OC)c1OC)N(C(=O)CCC(=O)Nc1cc(C)on1)C(C)C (configuration not stated)
[25] Cc1ccnc(NC(=O)Cc2ccc(-c3ccccc3)cc2)c1
assay / compound | 21 | 22 | 23 | 24 | 25
ATG4B inh | -4.3 | -4.2 | -2.6 | -8.6 | 1.4
GRIN3A LBD mod | -2.2 | -2.2 | -2.2 | 0.0 | -5.2
PfG6PD inh | 1.1 | -15.2 | 5.4 | -6.0 | 18.2
SENP8 inh | -483.5 | 3.9 | 3.2 | 7.2 | -123.1
SENP6 block | -7.3 | -16.2 | -1.3 | -23.7 | 12.1
SENP1 inh | -11.7 | 0.7 | 0.3 | -0.6 | -2.8
MPTP inh | 1.8 | 0.8 | 0.1 | -1.0 | -0.2
hIAP act | 0.908 | 0.751 | 0.788 | 1.08 | 0.905

[26] NNC(=O)C1=NOC2COC3(CCN(c4ncccn4)CC3)OCC12 (configuration not stated)
[27] COc1ccc(N(CC(=O)NCc2ccc(C)cc2)S(=O)(=O)c2c(C)nn(C)c2C)cc1
[28] C=C(C)CSc1nnc([C@H](CCSC)NC(=O)OC(C)(C)C)o1
[29] O=c1c2[nH]c3ccccc3c2ncn1Cc1ccncc1
[30] CC(=O)N1CCN(CC(=O)Nc2ccc(C)c(S(=O)(=O)N(C)C)c2)CC1
[31] COc1ccc2c(c1OC)C(=O)OC2C/C(=N\NC(N)=O)c1ccccc1 (configuration not stated)
assay / compound | 26 | 27 | 28 | 29 | 30 | 31
ATG4B inh | -7.2 | -4.1 | -10.5 | 0.6 | 3.5 | 4.2
GRIN3A LBD mod | -0.9 | -2.4 | -1.4 | -0.3 | 1.4 | -0.7
PfG6PD inh | 2.2 | 12.8 | 6.4 | -18.3 | -1.9 | -8.6
SENP8 inh | -67.7 | 20.2 | 15.4 | -8.6 | 5.8 | -1.3
SENP6 block | 5.7 | -6.7 | -6.2 | -12.1 | -22.2 | -28.0
SENP1 inh | 2.8 | 3.1 | 0.9 | 1.3 | 2.1 | 1.2
MPTP inh | -3.2 | 1.4 | -3.4 | 1.1 | -1.0 | 0.2
hIAP act | 1.02 | 1.26 | 0.908 | 0.927 | 1.02 | 1
